# Lipid droplet = modulators of hepatic lipid droplet formation; 240,000 compounds, 0.4% hits; AID 1656; inhibition, % at 6.5 µM; AML12 mouse hepatocytes, oleate lipid droplets, BODIPY imaging;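 active means lipid droplet intensity inhibited by at least 50%, with more than 500 cells counted; inconclusive means wells with under 300 cells, treated as cytotoxic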
#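 Material: mouse AML12 hepatocyte cell line, fixed after treatment; Timing: compound with oleate, overnight; Technique: high-content imaging of BODIPY-stained droplets and DAPI nuclei; Probe or stimulus: oleate, 100 µM final; Dosing: compound at 6.5 µM only.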
# NOD2 inhibition = inhibition of NOD2-driven NF-kB reporter – cell-based, luminescence, uHTS, HEK293 (AID 1566) | HEK293 NOD2/NF-kB luciferase reporter, luminescence; higher % means a stronger effect | inhibition, % at 4 µM, or EC50 in µM where a hit was titrated | 290,000 compounds, 0.63% hits; further: many of its hits are not listed in these tables
# SIAH1 antagonists = Siah-1 peptide-binding antagonists, primary screen, biochemical, fluorescence polarization, rhodamine-plectin, uHTS (AID 1817); 290,000 compounds, 0.02% hits; Siah-1 / rhodamine-plectin peptide fluorescence polarization; higher % means a stronger effect; displacement, % at 20 µM, or IC50 in µM where a hit was titrated;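 active means displacement of at least 50% at 20 µM, with a fluorescence ratio check between 0.3 and a set limit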;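 further: plate controls were Siah plus tracer with DMSO for no effect and tracer alone without Siah for full effect; strong numbers were not always called active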
# LYP phosphatase = inhibitors of LYP phosphatase, biochemical, fluorescence intensity, uHTS (AID 1779); recombinant LYP phosphatase, fluorescence intensity; higher % means a stronger effect; one-dose inhibition, % at 11.5 µM; IC50 in µM for titrated hits; 290,000 compounds, 0.054% hits;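 further: plate controls were vehicle with enzyme for no effect and no enzyme for full effect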
# HIV fusion peptide = cell-free HIV fusion peptide-binding blockers – biochemical, uHTS, fluorescence dequenching, primary screen (AID 1986) | cell-free peptide binding, fluorescence dequenching, 30 min; higher % means a stronger effect | inhibition, % at 20 µM, or IC50 in µM where a hit was titrated | 290,000 compounds, 0.3% hits; in the data active means inhibition mostly above about 52%, no sharp cut-off; inactive means mostly below about 76%; further: some results filed as inactive read as strong as hits
# Dengue-2 NS5 capping = Dengue-2 NS5 methyltransferase inhibitors, primary screen, biochemical, confirmation dose response (AID 588689); 340,000 compounds, 0.3% hits; one-dose inhibition, % at 25 µM; IC50 in µM for titrated hits; Dengue-2 NS5 methyltransferase capping enzyme assay, biochemical; higher % means a stronger effect; in the data active means a potency from the dose series; inconclusive means inhibition above about 29% without an active follow-up result
# AID2073 = inhibitors of Mint1-CaV2.2 protein interaction, biochemical, HTRF (AID 2073). HTRF protein-protein interaction, Mint1-CaV2.2; higher % means a stronger effect. inhibition, % at 20 µM; hits with a dose series show IC50 in µM. 290,000 compounds, 0.19% hits; in the data active means inhibition mostly above about 51%, no sharp cut-off; inconclusive means no clear call, values can overlap the other calls; inactive means mostly below about 53%; further: some results filed as inactive read as strong as hits
# Myeloid diff MLP = compounds promoting myeloid differentiation; ER-HoxA9 myeloid progenitors, lysozyme-GFP differentiation, flow cytometry; calls only at 10 µM; 360,000 compounds, 1% hits; AID 624256;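 active means normalized GFP-positive differentiation at or above the plate's own cutoff, the solvent-only control mean plus 3 SD; inconclusive means no clear call, values can overlap the other calls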;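 further: cells exposed to compound for four days before flow analysis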
# XIAP antagonists = small molecules displacing peptide from XIAP – biochemical, IAP family, fluorescence polarization (AID 1018). 200,000 compounds, 0.007% hits. displacement, % at 20 µM, or IC50 in µM where a hit was titrated. XIAP BIR domain, fluorescence polarization peptide displacement; higher % means a stronger effect; in the data active means displacement above about 50%; further: a part of the inactive calls stands beside numbers as strong as those of hits
# Lipid droplet cells 6.5 µM = second read-out of Lipid droplet, no call of its own (marks repeat the call); cell count; measured here: cell count, cytotoxicity flag;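 cells counted across two imaged fields per well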
# Dengue-2 NS5 capping pilot replicate = further read-out of Dengue-2 NS5 capping, marked with its call; inhibition, %; measured here: pilot screen replicate inhibition
# Myeloid diff MLP GFP+ MAC1+ % = also measured in Myeloid diff MLP; calls as there; GFP+ MAC1+ double positive, %; measured here: differentiation confirmed by MAC1 staining
# Starred values were filed as active, the others as inactive; i = inactive; ? = inconclusive; · = not tested or not shown; + = active, no number. Unless noted, no stated cut-off is given here; in the data, active means inhibition above about 50%; inactive means the rest.
SMILES,Lipid droplet,Lipid droplet cells 6.5 µM,NOD2 inhibition,SIAH1 antagonists,LYP phosphatase,HIV fusion peptide,Dengue-2 NS5 capping,AID2073,Myeloid diff MLP,Myeloid diff MLP GFP+ MAC1+ %,XIAP antagonists,others
O=C(NCC(=O)N(c1cccc(F)c1)C(C(=O)NC1CCCC1)c1ccco1)c1ccco1 (configuration not stated),3,674,10%,2%,-5%,0.7%,-1%,-3%,i,0.0,-4.4%,
NC1=NC(=O)C(CC(=O)NCc2ccccc2)S1 (configuration not stated),-3,636,9%,1%,-6%,-0.2%,5%,-4%,i,1.1,-7.5%,
O=C(OC1CCS(=O)(=O)c2sccc21)c1ccccc1 (configuration not stated),·,·,-3%,-4%,-1%,0.5%,-4%,5%,i,1.3,-21%,
CN1CCN(C(c2ccccn2)c2cc(Cl)c3cccnc3c2O)CC1 (configuration not stated),8,684,-7%,-11%,-6%,4.0%,>100µM*,14%,i,0.3,-3.9%,
Cc1ccc([C@@H]2[C@@H]3C(=O)N(c4ccccc4)C(=O)[C@@H]3[C@]3(C)C(=O)N(Cc4ccc(-c5ccccc5)cc4)CC(=O)N23)o1,-1,783,0%,-2%,-6%,1.5%,0%,18%,i,2.3,·,
Cc1oc(/C=N/NC(=O)CC2(C)OCCO2)cc1Br,-6,653,9%,-5%,0%,-2.2%,2%,-6%,i,0.5,-14%,
COC(=O)NNC(=O)c1ccc(C(C)(C)C)cc1,8,781,5%,0%,-6%,-1.6%,-5%,6%,i,1.3,0.9%,
O=C(c1ccc(Cl)c([N+](=O)[O-])c1)N(Cc1cccc(Cl)c1)C1CCS(=O)(=O)C1 (configuration not stated),28,732,9%,-3%,-6%,-1.0%,-1%,3%,i,1.0,-7.2%,
Cc1cc(NC(=O)CCCN2C(=O)c3cccnc3C2=O)no1,-7,618,-14%,-5%,-10%,0.6%,-8%,2%,i,0.2,-8.4%,
COc1ccc(-c2cc(=O)[nH][nH]2)cc1OC,0,778,2%,1%,-5%,-2.2%,-8%,2%,i,6.2,-1.5%,
Cc1cccc(Cn2nc(C(C)(C)C)cc2C(=O)Nc2ccc(F)cc2)c1,12,717,-26%,6%,4%,-0.2%,·,8%,i,0.1,·,
N#CCCn1cc(/C=N/O)c(-c2cccc([N+](=O)[O-])c2)n1,2,707,3%,-4%,-7%,0.5%,-7%,10%,i,0.7,-4.1%,
O=C(N/N=C/c1ccc(Br)s1)c1ccc([N+](=O)[O-])cc1,2,715,12%,10%,-2%,-4.8%,-8%,31%,i,0.8,-11%,
Cn1ncc2c(Sc3ccc(Cl)cc3)ncnc21,5,736,13%,-2%,-1%,0.1%,-8%,5%,i,0.3,·,
Cc1cccc(OCCNC(=O)c2cc(-n3cnnc3)ccc2Cl)c1,·,·,-11%,-7%,-6%,-0.2%,-2%,-10%,i,0.6,-5.6%,
CCCOc1ccc(-c2c(C(=O)N/N=C/c3ccc(C)o3)nnn2-c2nonc2N)cc1,0,733,1%,3%,-11%,1.1%,0%,2%,i,4.6,·,
O=C(COc1cccc2ccccc12)NNC(=O)Nc1ccccc1,·,·,-24%,-6%,-3%,-0.8%,-6%,-2%,i,0.0,-3.7%,
O=C1C(Cl)=C(N2CCCCC2)C(=O)N1Cc1ccccc1,-3,613,0%,-6%,-7%,8.4%,-11%,1%,i,0.4,-5.4%,
CC(C)NC(=O)CSc1nc(Cc2ccccc2)nc2ccccc12,-28,765,14%,3%,-6%,0.4%,-1%,0%,i,0.4,·,Dengue-2 NS5 capping pilot replicate=-4.6
COc1ccc(C2C(C(=O)N3CCN(C)CC3)c3cc(OC)c(OC)cc3C(=O)N2C)cc1 (configuration not stated),2,687,-4%,-2%,-5%,-2.4%,-4%,-6%,i,0.5,-6.1%,
CCc1sc(N(C(=O)Cc2ccccc2)c2ccccc2)nc1-c1ccccc1,-15,747,7%,-2%,-1%,-4.3%,-3%,-1%,·,·,0.4%,
CCOC(=O)C1CCCN(Cc2ccc(OC)c(OCc3ccccc3)c2)C1 (configuration not stated),-43,821,-2%,1%,-4%,2.3%,3%,3%,i,0.3,·,Dengue-2 NS5 capping pilot replicate=2.1
Cc1ccc(/C=N/NC(=O)CSCc2ccc(Cl)cc2)cc1,·,·,10%,-1%,2%,0.2%,-11%,8%,i,1.3,-2.4%,
CC1CC1C(=O)OCc1cc(=O)n2cc(Br)ccc2n1 (configuration not stated),·,·,-29%,2%,-5%,-0.9%,-2%,27%,i,0.8,2.6%,
O=C(Nc1nccs1)C1(c2ccc(Cl)cc2)CC1,1,664,-23%,-1%,-1%,-2.1%,-9%,-5%,i,0.6,-11%,
O=C(NC(C(=O)c1ccccc1)n1ccc(=O)[nH]c1=O)c1ccccc1 (configuration not stated),1,733,1%,-2%,4%,-1.2%,-5%,-5%,i,0.7,-17%,
O=C(CN1CCCCCCC1)Nc1cccc(Cl)c1Cl,0,707,10%,3%,-8%,3.1%,-16%,4%,i,0.3,-5.5%,
CCOc1ccccc1C1C(C(=O)Nc2ccccc2OC)=C(C)Nc2nc(CCCO)nn21 (configuration not stated),·,·,7%,-1%,-6%,2.9%,-3%,-2%,i,6.3,-2.0%,
CCOP(=O)(c1c(F)c(F)c(F)c(F)c1F)C(O)c1ccccc1 (configuration not stated),·,·,19%,-3%,-8%,-1.0%,3%,-6%,i,1.0,-4.0%,
CCN1C(=O)CC(C(=O)OC)=C1C,20,725,15%,3%,-10%,1.9%,-10%,5%,i,0.3,-5.6%,
Cc1cc(C)nc(N/N=C/c2ccncc2)n1,-3,831,-16%,0%,-1%,0.6%,-3%,6%,i,0.7,·,
Cc1ccc(OCC(=O)Nc2cccc(S(=O)(=O)N3CCCCC3)c2)c([N+](=O)[O-])n1,-2,672,4%,0%,-6%,1.9%,-3%,-13%,i,0.2,-4.2%,
Cc1nc(-c2cccc(NC(=O)c3ccc(Br)o3)c2)cs1,8,700,5%,7%,-8%,1.6%,1%,-5%,i,0.9,·,
CN1c2ccccc2C(=O)NC1c1ccc([N+](=O)[O-])s1 (configuration not stated),-15,696,-2%,-4%,4%,-1.3%,2%,2%,i,0.3,·,
C=CCNC(=O)COC(=O)c1cc(S(=O)(=O)N2CCCCC2)ccc1Cl,5,674,-15%,0%,7%,0.5%,-4%,1%,i,0.8,-5.5%,
CC1Sc2ccc(S(=O)(=O)NCCc3ccccc3)cc2NC1=O (configuration not stated),16,767,31%,2%,-4%,-2.2%,-5%,19%,i,6.1,·,
CCCN1CCc2c(sc(NC(=O)c3ccc(S(=O)(=O)N4CCN(C(=O)OCC)CC4)cc3)c2C(N)=O)C1,-3,838,27%,2%,-4%,19%,-34%,24%,+,0.4*,·,
CN(Cc1cccc(Cl)c1Cl)C(=O)c1cccc(S(=O)(=O)N2CCN(Cc3ccccc3)CC2)c1,-31,778,46%,10%,-6%,2.1%,-2%,-7%,?,·,·,
CN(CCc1ccccn1)C(=O)c1ccc(OC(F)(F)F)cc1,8,727,-5%,0%,-2%,-0.6%,0%,15%,i,0.7,-6.6%,
COC(C)(C)[C@H](O)COc1c2ccoc2cc2oc(=O)ccc12,3,756,23%,-1%,0%,3.5%,3%,10%,i,0.9,-13%,

# Compounds shown so far that have four or more nitrogen atoms (ten):
SMILES,Lipid droplet,Lipid droplet cells 6.5 µM,NOD2 inhibition,SIAH1 antagonists,LYP phosphatase,HIV fusion peptide,Dengue-2 NS5 capping,AID2073,Myeloid diff MLP,Myeloid diff MLP GFP+ MAC1+ %,XIAP antagonists,others
CN1CCN(C(c2ccccn2)c2cc(Cl)c3cccnc3c2O)CC1 (configuration not stated),8,684,-7%,-11%,-6%,4.0%,>100µM*,14%,i,0.3,-3.9%,
Cc1cc(NC(=O)CCCN2C(=O)c3cccnc3C2=O)no1,-7,618,-14%,-5%,-10%,0.6%,-8%,2%,i,0.2,-8.4%,
N#CCCn1cc(/C=N/O)c(-c2cccc([N+](=O)[O-])c2)n1,2,707,3%,-4%,-7%,0.5%,-7%,10%,i,0.7,-4.1%,
Cn1ncc2c(Sc3ccc(Cl)cc3)ncnc21,5,736,13%,-2%,-1%,0.1%,-8%,5%,i,0.3,·,
Cc1cccc(OCCNC(=O)c2cc(-n3cnnc3)ccc2Cl)c1,·,·,-11%,-7%,-6%,-0.2%,-2%,-10%,i,0.6,-5.6%,
CCCOc1ccc(-c2c(C(=O)N/N=C/c3ccc(C)o3)nnn2-c2nonc2N)cc1,0,733,1%,3%,-11%,1.1%,0%,2%,i,4.6,·,
CCOc1ccccc1C1C(C(=O)Nc2ccccc2OC)=C(C)Nc2nc(CCCO)nn21 (configuration not stated),·,·,7%,-1%,-6%,2.9%,-3%,-2%,i,6.3,-2.0%,
Cc1cc(C)nc(N/N=C/c2ccncc2)n1,-3,831,-16%,0%,-1%,0.6%,-3%,6%,i,0.7,·,
Cc1ccc(OCC(=O)Nc2cccc(S(=O)(=O)N3CCCCC3)c2)c([N+](=O)[O-])n1,-2,672,4%,0%,-6%,1.9%,-3%,-13%,i,0.2,-4.2%,
CCCN1CCc2c(sc(NC(=O)c3ccc(S(=O)(=O)N4CCN(C(=O)OCC)CC4)cc3)c2C(N)=O)C1,-3,838,27%,2%,-4%,19%,-34%,24%,+,0.4*,·,

# Reprinted at random: 2 entries already listed
SMILES,Lipid droplet,Lipid droplet cells 6.5 µM,NOD2 inhibition,SIAH1 antagonists,LYP phosphatase,HIV fusion peptide,Dengue-2 NS5 capping,AID2073,Myeloid diff MLP,Myeloid diff MLP GFP+ MAC1+ %,XIAP antagonists,others
Cc1ccc(/C=N/NC(=O)CSCc2ccc(Cl)cc2)cc1,·,·,10%,-1%,2%,0.2%,-11%,8%,i,1.3,-2.4%,
Cc1oc(/C=N/NC(=O)CC2(C)OCCO2)cc1Br,-6,653,9%,-5%,0%,-2.2%,2%,-6%,i,0.5,-14%,

# High-throughput results as filed in PubChem BioAssay.

# A portion of the library, so the mix of outcomes need not match the whole.
